Screening data (PubChem)
ERG Ets-DNA blk: inhibitors of human ERG Ets domain-DNA interaction. Potency, µM (doses to about 76.9 µM), inactives show top-dose FP activity, negative = inhibition, most hits filed as inhibitors. 370,000 tested, 0.028% active. P11308. fluorescence polarization, His-ERG Ets domain / labelled DNA; active = well fitted inhibition curve with a large enough effect in the polarisation, with a control signal flat; inconclusive = small, poorly fitted or top-dose-only effect, or effect the other way, or a change in a side signal; inactive = no such curve, though single readings can be large or run the other way; the % refers to the polarisation;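 also: polarization taken with two DNA probes labelled with fluorescein and Texas red; potency is read from the fitted curve at half-maximal effect; % of control where 0% means no effect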
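His-tagged ERG Ets domain (1 uM in the protein solution; 300mM KCl, 50mM Tris-HCl, 1mM EDTA, 1mM DTT, pH 7.5) received compound, then a probe mix of 5 nM fluorescein-DNA and 100nM Texas-615-DNA. Fluorescence polarization was read for both dyes.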
PI4K2A inh: blocks human PI4K2A kinase activity; Q9BTU6; purified PI4K2A, ADP-Glo luminescence, 1 h; stronger effect = lower value; activity change, negative = inhibition, % at 76.9 µM; 420,000 tested, 0.13% active; AID 1346378; in the data active = activity change below about -50%; inconclusive = mostly about -30% to -49%;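 also: -100% = wells without enzyme as full effect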
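PI4K2A activity was measured by ADP-Glo luminescence: enzyme (4 ug/mL stock) and phosphatidylinositol (1.2 mM stock) in Tris pH 7.5/MgCl2/EGTA/Triton X-100 buffer were reacted with ATP (300 microM stock) for one hour at ambient temperature.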
RGS4 inh: human RGS4 inhibition; Transcreener GDP fluorescence polarization, RGS4-accelerated GTP hydrolysis; Potency, µM (top dose mostly 114 µM), without a hit: at the highest dose activity change, negative = inhibition, usual class: inhibitors; P49798; 390,000 tested, 0.039% active; also: potency is read from the fitted curve at half-maximal effect; % is scaled to controls: 0 for no effect and ±100 for the full control effect; nearly all actives have a fitted effect of over 75% in size; some results filed as inactive show a strong effect at the top dose
Target sequence (P49798 whole entry, looked up): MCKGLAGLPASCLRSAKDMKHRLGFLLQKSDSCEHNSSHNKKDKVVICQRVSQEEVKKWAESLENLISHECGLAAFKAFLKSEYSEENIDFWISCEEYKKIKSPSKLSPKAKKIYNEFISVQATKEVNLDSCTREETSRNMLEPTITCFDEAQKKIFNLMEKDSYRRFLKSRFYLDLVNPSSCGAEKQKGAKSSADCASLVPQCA
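MLSMR compounds (23 nl, pin-transferred) preincubated 10 min at room temperature with a 500nM (2x) first reagent, then RGS4 at 900nM (2x) plus Transcreener GDP mix added; fluorescence polarization (620/688 nm) read before and after 90 min at 30 °C.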
BAZ2B inh: inhibitors of human BAZ2B bromodomain | Q9UIF8 | AlphaScreen BAZ2B-H3K14Ac peptide displacement | Potency, µM (highest dose often 114 µM), without a hit: top-dose activity change, negative = inhibition, most hits filed as inhibitors | 360,000 tested, 4.4% active; also: potency is read from the fitted curve at half-maximal effect; % is scaled to controls: 0 for no effect and ±100 for the full control effect; nearly all actives have a fitted effect of over 60% in size
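Compounds, titrated to a top concentration of 110 uM, were incubated 30 min at room temperature with preformed BAZ2B/acetyl-K14 H3 peptide complex (50 nM each). Proximity signal was measured by AlphaScreen after 20 min with beads.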
HP1b binding inh: HP1-beta chromodomain-methylated histone interaction inhibition | Potency, µM (series often up to 114 µM), for inactives: at the highest dose activity change, negative = inhibition, hits mostly inhibitors | 390,000 tested, 0.56% active | P83916 | AlphaScreen HP1-beta / biotin-H3K9me3 peptide binding; also: potency is read from the fitted curve at half-maximal effect; nearly all actives have a fitted effect of over 70% in size; inactives centre near 23
Target sequence (P83916 whole entry, looked up): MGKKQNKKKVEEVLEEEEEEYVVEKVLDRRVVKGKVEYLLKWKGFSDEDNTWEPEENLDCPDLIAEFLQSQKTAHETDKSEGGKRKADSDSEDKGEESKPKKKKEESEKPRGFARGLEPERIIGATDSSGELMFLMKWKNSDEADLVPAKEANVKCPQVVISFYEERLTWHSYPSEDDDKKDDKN
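Compound inhibition of the preformed complex between 50 nM HP1-beta and 50 nM biotinylated H3K9me3 peptide was read by AlphaScreen. Buffer was PBS pH 7.4 with 0.01% Tween-20. Incubations ran 30 min at room temperature, with 10 ug/mL donor/acceptor beads.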
JMJD2A Tudor inh: JMJD2A Tudor domain (human) inhibition. AID 504339. 390,000 tested, 4.4% active. O75164. Potency, µM (series often up to 114 µM), inactives show top-dose activity change, negative = inhibition, hits mostly inhibitors. AlphaScreen JMJD2A-Tudor / H3K4me3 peptide binding; also: potency is read from the fitted curve at half-maximal effect; % is scaled to controls: 0 for no effect and ±100 for the full control effect; nearly all actives have a fitted effect of over 50% in size
12-LOX inh: ALOX12 (human) lipoxygenase inhibition; P18054; purified 12hLO, xylenol orange hydroperoxide absorbance; Potency, µM (highest dose often 108 µM), without a hit: at the top dose activity change, negative = inhibition, usual class: inhibitors; 580,000 tested, 1.1% active; AID 1671190; also: potency is read from the fitted curve at half-maximal effect; % is scaled to controls: 0 for no effect and ±100 for the full control effect
Target sequence (P18054 whole entry, looked up): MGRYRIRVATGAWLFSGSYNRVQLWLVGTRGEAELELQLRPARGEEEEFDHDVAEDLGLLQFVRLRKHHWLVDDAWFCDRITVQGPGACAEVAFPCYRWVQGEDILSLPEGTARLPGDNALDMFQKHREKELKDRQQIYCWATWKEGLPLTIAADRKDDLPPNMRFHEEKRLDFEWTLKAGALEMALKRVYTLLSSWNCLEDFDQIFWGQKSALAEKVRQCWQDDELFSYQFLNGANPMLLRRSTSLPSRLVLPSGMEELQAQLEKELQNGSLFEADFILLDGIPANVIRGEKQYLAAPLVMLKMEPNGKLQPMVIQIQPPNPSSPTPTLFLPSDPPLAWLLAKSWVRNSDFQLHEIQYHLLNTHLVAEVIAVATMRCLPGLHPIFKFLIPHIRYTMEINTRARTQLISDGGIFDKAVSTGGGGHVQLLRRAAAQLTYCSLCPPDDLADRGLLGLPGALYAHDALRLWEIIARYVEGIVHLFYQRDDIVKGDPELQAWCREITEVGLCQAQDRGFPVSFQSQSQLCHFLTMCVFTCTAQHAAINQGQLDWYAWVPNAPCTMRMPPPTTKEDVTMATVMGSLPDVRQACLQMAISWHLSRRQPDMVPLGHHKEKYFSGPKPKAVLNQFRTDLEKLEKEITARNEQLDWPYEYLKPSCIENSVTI
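Hydroperoxide product was detected by ferrous iron/xylenol orange as the 573 to 405 nm absorbance ratio. Arachidonic acid at 40 uM (final) was turned over for 30 min at room temperature by 150 nM human 12hLO, pH 7.0 Hepes buffer, after 15 min compound preincubation.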
G9a block: blocks human histone lysine methyltransferase G9a. Q96KQ7. G9a H3K9 monomethylation, AlphaScreen, 2 h. Potency, µM (titrated, usually from 102 µM), without a hit: at the top dose activity, negative = inhibition, most hits filed as inhibitors. 350,000 tested, 8.8% active. AID 504332; also: potency is read from the fitted curve at half-maximal effect; % is scaled to controls: 0 for no effect and ±100 for the full control effect; nearly all actives have a fitted effect of over 75% in size
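G9a (20 nM) preincubated 15 min RT with compounds, then 500 nM biotinylated H3K9 peptide and 20 uM SAM added; 2 h RT reaction. Monomethyl-H3K9 product detected by AlphaScreen with anti-H3K9me1 antibody, streptavidin donor and anti-rabbit IgG acceptor beads.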
GLS inhibitor: inhibitors of human glutaminase (GLS) | O94925 | GLS enzymatic activity, qHTS titration | Potency, µM (top dose mostly 45.5 µM), for the others: top-dose activity change, negative = inhibition, most hits filed as inhibitors | 410,000 tested, 0.21% active | AID 624170; also: potency is read from the fitted curve at half-maximal effect; % is scaled to controls: 0 for no effect and ±100 for the full control effect
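hKGA in 45 mM KH2PO4 (pH 8.2), 0.02% Tween-20 with compound, then 1mM L-Glutamine (stock as added) plus glutamate oxidase/HRP/Amplex red coupling mix. Fluorescence read initially and after 30 min at RT; signal change reflects glutamate formation.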
An asterisk follows results filed as active; ? = inconclusive; nt = not tested or not shown; & = joins results of further samples; [ ] = another dose, or the depositor's remark. Unless noted, calls follow the shape of the dose curve; as a rule, active = well fitted curve in the direction sought with a large enough effect; inconclusive = small, poorly fitted or top-dose-only effect, or another doubt; inactive = no such curve, though single readings can be large; an effect the other way counts as inactive or inconclusive. A portion of the library; count on the stated rates, not on these rows.

item	SMILES	ERG Ets-DNA blk	PI4K2A inh	RGS4 inh	BAZ2B inh	HP1b binding inh	JMJD2A Tudor inh	12-LOX inh	G9a block	GLS inhibitor
1	O=C(CNC(=O)c1ccco1)NCC(=O)OCc1ccc(C(=O)Oc2ccc(Cl)cc2)cc1	-3%	0	-33%	12%	43%[activator]	-6%	0%	?	nt
2	COC(=O)c1sccc1NC(=O)c1sccc1C	0%	9	27%	-4%	17%	-2%	-12%	-4%[59 µM]	2%
3	O=S(=O)(CS(=O)(=O)c1ccccc1)c1ccccc1	7%	6	4%	nt	47%[activator]	-15%	-21%	nt	-10%
4	CCC(C(=O)NCCN1CCN(C)CC1)n1c(C)c2cnn(-c3ccccc3)c(=O)c2c1C (stereo not drawn)	3%	14	-11%	-7%	7%	-18%	201%[activator]	-16%[12.7 µM]	-5%
5	O=C(Nc1ccnc(-c2ccncc2)n1)C1CC1	2%	-2	-5%	-18%	0%	-10%	-24%	-11%	13%
6	Cc1cc(C)c2c(N)c(C(=O)N/N=C/c3cccs3)sc2n1	-2%	-1	-17%	8%	33%	5%	-2%	nt	-4%
7	O=C1CSC(c2cccc([N+](=O)[O-])c2)N1C1CC2CCC1C2 (stereo not drawn)	-11%	2	-44%	-27%	9%	-17%	20%	-39%	-4%
8	Nc1ncnc2c1ncn2[C@@H]1O[C@H](CNCc2ccccc2OC2OC(CO)C(O)C(O)C2O)[C@@H](O)[C@H]1O (stereo partly drawn)	-9%	4	-1%	nt	52%[activator]	-3%	24%	nt	-10%
9	COc1ccccc1N1CCN(CC(=O)c2c(N)n(C)c(=O)n(C)c2=O)CC1	6%	-7	7%	-20%	39%	-13%	0%	4%	2%
10	Cc1c(-c2nsc(NC(=O)c3cccc(Cl)c3)n2)nnn1-c1ccccc1C(F)(F)F	-9%	0	13%	-2%	20%	-7%	-11%	14%[59 µM]	-1%
11	COc1cccc(NC(=S)NC2CC(C)(C)NC(C)(C)C2)c1	?	3	1%	0%	12%	-10%	-6%	3%[59 µM]	14%
12	Cn1c(=O)[nH]c(=O)c2c1nc(SCC(=O)O)n2CCCc1ccccc1	-2%	-2	-40%	-11%	26%	-11%	?	2%[2.33 µM]	-4%
13	O=C(NNC(=O)c1ccccc1Cl)c1ccc2c(c1)OCCO2	11%	-2	-23%	nt	43%[activator]	-9%	-13%	nt	7%
14	COc1ccccc1C1N(c2ccc(Cl)cc2)C(=O)C2CCCN21 (stereo not drawn)	2%	2	29%	5%	52%[activator]	-14%[57.1 µM]	?	-5%[59 µM]	-17%
15	COc1ccc([C@@H]2[C@H]3CN(C(C)=O)CC=C3C(C#N)=C(N)C2(C#N)C#N)c2ccccc12	3%	9	-41%	-4%	35%[activator]	-7%	?	45µM*	-1%
16	O=C(O)c1ccc(NC(=S)NC(=O)c2cncc(Br)c2)cc1	5%	2	?	?	-1%	-8%	0%	40µM*	7%
17	CSc1ccc(NC(=O)NCc2cccnc2)cc1	-27%	-5	36%	-15%	-2%	-20%	-3%	24%	-16%
18	CN(C)S(=O)(=O)CC12CCC(CC1=O)C2(C)C (stereo not drawn)	-4%	-4	-20%	7%	14%	-14%	0%	0%[12.7 µM]	9%
19	COCc1cc(C)n(CC(=O)NCC2CCCO2)c(=O)c1C#N (stereo not drawn)	-2%	4	6%	-1%	17%	-3%	1%	24%	-2%
20	Cc1nc(-c2cccc(S(=O)(=O)N3CCCCCC3)c2)cs1	3%	3	-25%	7%	58%[activator]	28%	4%	8%[59 µM]	-6%

3 consecutive entries out of the list so far, quoted:
item	SMILES	ERG Ets-DNA blk	PI4K2A inh	RGS4 inh	BAZ2B inh	HP1b binding inh	JMJD2A Tudor inh	12-LOX inh	G9a block	GLS inhibitor
18	CN(C)S(=O)(=O)CC12CCC(CC1=O)C2(C)C (stereo not drawn)	-4%	-4	-20%	7%	14%	-14%	0%	0%[12.7 µM]	9%
19	COCc1cc(C)n(CC(=O)NCC2CCCO2)c(=O)c1C#N (stereo not drawn)	-2%	4	6%	-1%	17%	-3%	1%	24%	-2%
20	Cc1nc(-c2cccc(S(=O)(=O)N3CCCCCC3)c2)cs1	3%	3	-25%	7%	58%[activator]	28%	4%	8%[59 µM]	-6%

Additional structures:
item	SMILES	ERG Ets-DNA blk	PI4K2A inh	RGS4 inh	BAZ2B inh	HP1b binding inh	JMJD2A Tudor inh	12-LOX inh	G9a block	GLS inhibitor
21	CN(C(=O)COC(=O)CN1C(=O)C2CC=CCC2C1=O)c1ccccc1 (stereo not drawn)	14%	-7	-10%	8%	26%	-5%	-58%	0%	-12%
22	CCOc1ccc(C(c2c(O)cc(C)n(CCOC)c2=O)N2CCC(C)CC2)cc1 (stereo not drawn)	-2%	-6	27%	-9%	27%[57 µM]	-14%	2%	-31%[59 µM]	20%
23	C=CC1=CCN(S(=O)C(C)(C)C)[C@@H]1CCO (stereo partly drawn)	6%	-5	-12%	nt	86%[activator]	-11%	-5%	nt	1%
24	COc1ccc(Nc2nnc(-c3ccc(O)cc3)c3ccccc23)cc1	5%	0	35%	-27%	22%	-29%	?	-32%	?
25	O=C(Nc1cccc(O)c1)c1c(O)c2ccccc2[nH]c1=O	-3%	1	3%	-25%	50%[activator]	-4%	8%	7%	-5%
26	Cc1nc2cc(-c3sccc3-n3cccc3)nn2c(C)c1C	1%	-7	32%	?	4%	-16%	-6%	-35%	-1%
27	O=C(Cn1cc(C(=O)C2CCCCC2)c2ccccc21)NCC1CCCO1 (stereo not drawn)	11%	-4	-17%	?	12%	-14%	8%	?	-17%
28	COc1ccc(-c2cc(C(=O)N3CCN(c4ccc(F)cc4)CC3)no2)cc1OC	8%&3%	-5&0	31%&11%	-17%&3%	5%&9%	?	-18%&-21%	5%	7%&6%
29	COc1cccc(OCc2cc(C(=O)N3CCN(C(=O)c4ccco4)CC3)no2)c1	0%	-5	15%	-17%	17%	-20%	-29%	?	4%
30	O=C1C2=C(SCCS2)C(=O)N1CCCO	-9%	2	-22%	62%[activator]	27%	-3%	?	18%	7%

Next part:
Each structure is followed by: ERG Ets-DNA blk	PI4K2A inh	RGS4 inh	BAZ2B inh	HP1b binding inh	JMJD2A Tudor inh	12-LOX inh	G9a block	GLS inhibitor
#31 C[C@@H]1CN(S(=O)(=O)c2ccc3c(c2)OCCO3)CCN1S(=O)(=O)c1c(F)cccc1F
→ nt	0	-8%	nt	23%	-14%&-14%	25%	nt	-2%
#32 Cn1c2ccccc2c2cc(C(=O)NNS(=O)(=O)c3ccc(F)cc3)sc21
→ -8%	5	19%[56.9 µM]	2%	8%	-5%[57.1 µM]	32%[activator]	-43%[59 µM]	19%
#33 CC(=O)N(C1=C(Cl)C(=O)c2ccccc2C1=O)c1ccc(C(=O)O)cc1
→ -4%	?	?	28µM*	7.9µM*	?	?	0.89µM*	-28%
#34 O=C1Nc2ccccc2C1(O)C/C(=N/O)c1ccccc1 (stereo not drawn)
→ 11%	-2	?	-11%	-16%	20µM*	-13%	-5%	-2%
#35 CCOC(=O)C1=C(N)N2C(=O)CSC2=C(C(=O)OC)C1
→ -1%	-3	-9%	?	38%[activator]	-30%	105%[activator]	50µM*	13%
#36 CS(=O)(=O)c1ccc2nc(NC(=O)c3ccccc3)sc2c1
→ -13%	-21	-4%	3%	57%[activator]	0%	-6%	31%	4%
#37 Cc1ccc(OCC(=O)NCc2cccs2)cc1
→ 12%	0	3%	6%	37%	7%	-21%	12%[12.7 µM]	nt
#38 Cc1cccc(-n2c(=O)c3c(n4cnnc24)-c2ccccc2CC32CCCCC2)c1
→ -4%	7	-14%	10%[57.1 µM]	22%	2%	-9%&5%	5%	-7%
#39 COC(=O)CSc1nnc(CCc2ccccc2)n1C
→ 14%	-3	16%	5%	36%	-3%	-61%	nt	-7%
#40 COc1ccc(Cl)cc1N(CC(=O)N/N=C/c1ccc(OC(C)C)cc1)S(=O)(=O)c1ccc(C)c([N+](=O)[O-])c1
→ -8%	-3	0%	1%	26%	-21%	-17%	11%[59 µM]	2%
#41 CC1CCN(c2ccc3nnc(CCC(=O)Nc4cc(F)ccc4F)n3n2)CC1
→ -7%	10	19%[11.4 µM]	1%	52%[activator]	-28%	-2%	6%	2%
#42 Cc1cc(C)cc(OCC(=O)Nc2ccc(-c3nc4ccccc4o3)cc2)c1
→ 1%	1	-17%	3%	18%	-14%	-27%&-9%	-13%[59 µM]	-6%
#43 COc1cccc(C2C(C#N)=C(N)N(c3ncn[nH]3)C3=C2C(=O)CCC3)c1 (stereo not drawn)
→ 4%	-2	-13%	0%	-1%	-14%	2%	21%[59 µM]	16%
#44 Cc1cccc2c(=O)cc(CSCC(=O)Nc3ccc(Cl)cc3)[nH]c12
→ -9%	-9	?	-15%	56%[activator][57 µM]	-25%	-11%	1%[59 µM]	-3%
